TAAR1 antag – human TAAR1 antagonism. Q96RJ0. CHO RD-HGA16 TAAR1, Fluo-8 calcium fluorescence, antagonist. inhibition, % at 3 µM. 360,000 compounds, 1.5% hits. AID 624466;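 active means inhibition above a per-plate cutoff, the mean inhibition of test compounds on that plate plus 3 SD, cut at about 49% in these data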;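 further: 0% = DMSO plus EC80 beta-PEA response and 100% = DMSO alone without agonist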
Target sequence (Q96RJ0 whole entry, looked up): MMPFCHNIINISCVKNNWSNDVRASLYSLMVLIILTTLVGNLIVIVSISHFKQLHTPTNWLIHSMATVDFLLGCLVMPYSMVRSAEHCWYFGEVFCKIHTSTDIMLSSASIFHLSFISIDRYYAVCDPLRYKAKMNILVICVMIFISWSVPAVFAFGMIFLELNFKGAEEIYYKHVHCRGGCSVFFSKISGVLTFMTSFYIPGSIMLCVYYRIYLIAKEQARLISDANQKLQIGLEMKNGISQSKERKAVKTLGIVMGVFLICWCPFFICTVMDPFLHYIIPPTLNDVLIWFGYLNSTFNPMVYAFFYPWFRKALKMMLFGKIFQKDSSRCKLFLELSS
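Material: CHO RD-HGA16 cells bearing hTAAR1; compound dosing: one-point dosing, 3 µM nominal final; schedule: dye loading 75 min at 37 °C, then 30 min room temperature; measured by: calcium fluorescence with Fluo-8; control set: vehicle and agonist controls; replication: n of 1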
TAAR1 ag – agonists of human TAAR1; AID 624467; 360,000 compounds, 0.99% hits; Q96RJ0; CHO RD-HGA16 TAAR1, Fluo-8 calcium fluorescence; vehicle wells 0%, saturating PEA agonist 100%; activation, % at 3 µM;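 active means activation above the mean activation of all test compounds in the run plus 3 SD, cut at about 38% in these data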
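test system = CHO RD-HGA16 cells carrying human TAAR1 plus Gα16 | schedule = 17-24 h seeding, 75 min 37 °C dye, 30 min RT | compound dosing = 3 µM single concentration | control set = DMSO and PEA EC100 | replicates = n 1 | signal = Fluo-8 fluorescence, 5 s baseline then 140 s kinetic read | measure = percent activation vs PEA EC100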
CHO parental Ca – signal in parental CHO cells, OX1R antagonist counter-screen; inhibition, % at 5.6 µM; 330,000 compounds, 0.63% hits; AID 463079; parental CHO-K1, ATP-induced calcium, Fluo-8 fluorescence;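 active means inhibition above that plate's mean sample inhibition plus 3 SD, cut at about 26% in these data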;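 further: 0% = ATP-challenged DMSO wells and 100% = DMSO wells without ATP; some compounds past the cut are filed as inactive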
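Test system: untransfected parental CHO cell line. Compound: one dose, 5.6 µM nominal. Detection: intracellular calcium via Fluo-8 no-wash fluorescent dye. Measure: % inhibition. Benchmarks: ATP-challenged DMSO wells low, unchallenged DMSO wells high.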
CHO-K1 Ca antag – nonselective inhibitor or artifact in parental CHO-K1 cells. ATP-induced calcium, Fluo-8 fluorescence. AID 602250. 360,000 compounds, 0.6% hits. inhibition, % at 3 µM;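 active means inhibition above a per-plate cutoff, the plate's mean sample inhibition plus 3 SD, cut at about 24% in these data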;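 further: 0% = DMSO plus EC80 ATP and 100% = DMSO alone without ATP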
M1 PAM – positive allosteric modulators of human M1 muscarinic receptor; P11229; activation, % at 3 µM; CHO-K1 hM1, Fluo-8 calcium fluorescence, ACh EC20; 0% = ACh EC20, 100% = maximal ACh; 360,000 compounds, 0.088% hits; in the data active means activation above about 19%, passing the limit was not always enough
Target sequence (P11229 whole entry, looked up): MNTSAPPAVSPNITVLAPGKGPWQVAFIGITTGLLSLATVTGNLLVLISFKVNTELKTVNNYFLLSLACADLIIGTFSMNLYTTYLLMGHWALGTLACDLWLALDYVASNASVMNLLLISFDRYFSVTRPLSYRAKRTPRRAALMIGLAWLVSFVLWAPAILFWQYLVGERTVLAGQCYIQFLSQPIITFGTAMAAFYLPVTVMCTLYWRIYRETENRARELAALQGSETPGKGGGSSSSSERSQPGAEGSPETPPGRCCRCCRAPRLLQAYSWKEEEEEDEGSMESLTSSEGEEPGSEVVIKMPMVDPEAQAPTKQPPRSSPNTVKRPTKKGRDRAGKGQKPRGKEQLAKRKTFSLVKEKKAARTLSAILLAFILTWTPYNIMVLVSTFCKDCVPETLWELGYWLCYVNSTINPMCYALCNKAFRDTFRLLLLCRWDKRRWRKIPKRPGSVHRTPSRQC
M1 PAM parental – M1 PAM counterscreen hit in parental CHO-K1 cells. ATP EC20, Fluo-8 calcium fluorescence; 0% at ATP EC20, 100% at ATP max. activation, % at 3 µM. 360,000 compounds, 0.02% hits;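 active means activation above the run cutoff, the mean activation of all test compounds plus 3 SD, cut at about 40% in these data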;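 further: peak over basal fluorescence ratio in a 140 s read after ATP addition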
CHO-K1 Ca ag – M1 agonist counterscreen hit in parental CHO-K1 cells; Fluo-8 calcium fluorescence; scaled to maximal ATP response, vehicle zero; activation, % at 3 µM; 360,000 compounds, 0.48% hits; in the data active means activation above about 15%;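 further: untransfected CHO-K1 host cells lacking M1 receptor as counterscreen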
CHRM1 antagonist – blocks human M1 muscarinic receptor; CHO-K1 hM1, Fluo-8 calcium fluorescence, ACh EC80 antagonist; inhibition, % at 3 µM; 360,000 compounds, 1.3% hits; AID 588852;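 active means percent inhibition above its own plate's cutoff, namely the mean of that plate's compound wells plus 3 SD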;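 further: peak over basal fluorescence ratio during 140 s after agonist addition; 0% = ACh EC80 plus DMSO and 100% = DMSO alone without agonist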
M1 ag – agonists of human M1 muscarinic receptor; 360,000 compounds, 0.33% hits; activation, % at 3 µM; CHO-K1 hM1, Fluo-8 calcium fluorescence, agonist mode; 0% DMSO, 100% acetylcholine EC100; AID 588814; P11229;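 active means activation above the run's mean compound activation plus 3 SD, cut at about 16% in these data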;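 further: peak over basal fluorescence ratio within a 140 s kinetic read after compound addition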
The depositor's hits bear a star; nt = no result given.

SMILES | TAAR1 antag | TAAR1 ag | CHO parental Ca | CHO-K1 Ca antag | M1 PAM | M1 PAM parental | CHO-K1 Ca ag | CHRM1 antagonist | M1 ag
Cc1ccc(NC(=O)NCc2cccnc2)cc1 | -28 | 0 | -3 | -4 | 0 | 0 | 0.6 | -2 | -1
C=CCNC(=S)N/N=C/c1ccc(OCc2ccccc2)cc1 | -7 | 6 | -2 | -12 | 3 | 13 | 6.8 | -3 | -3
Cc1ccc(C(=O)CN(Cc2ccccc2)C2=NCCS2)cc1 | 9 | 0 | -17 | -10 | 4 | 27 | 1.8 | 6 | -9
C[C@@H]1CN([C@H](C)CO)C(=O)c2cc(Br)cnc2O[C@H]1CN(C)C(=O)c1ccccc1 | -10 | 1 | nt | -5 | 6 | 10 | 0.6 | -5 | -3
CSc1nc2ccc(NC(=O)CSc3nnc(N)s3)cc2s1 | -5 | 8 | -5 | -6 | 12 | -5 | 0.8 | -2 | 2
Cc1ccc(NC(=O)Nc2ccc(S(N)(=O)=O)cc2)cc1 | -1 | 18 | 6 | -5 | 3 | 13 | -0.6 | -1 | -8
Cn1c(SCC(=O)C(C)(C)C)nnc1-c1ccncc1 | -2 | 0 | -4 | -8 | 2 | 12 | 0.3 | -11 | -4
COc1ccccc1NC(=O)/C(=N/OCc1ccc(F)cc1)C(C)=O | 7 | 2 | -7 | 15 | -2 | -12 | -0.2 | 1 | -6
COc1ccc(NC(=O)Cn2c(=O)n(Cc3ccco3)c(=O)c3ccccc32)cc1 | -12 | 0 | -17 | 6 | 5 | 3 | 0.5 | -3 | -2
Cn1ccs/c1=N\S(=O)(=O)c1ccc(C(C)(C)C)cc1 | 13 | 7 | 1 | 4 | 3 | 1 | 0.6 | -2 | -3
O=C(c1cc(Br)ccc1Cl)N1CCN(c2ccc(N3CCOCC3)nn2)CC1 | -21 | 1 | -12 | -7 | 5 | -6 | 0.9 | -4 | -8
CSc1nnnn1-c1ccc(C)c(Cl)c1 | 2 | -2 | 0 | -15 | 3 | 6 | 0.6 | 1 | -7
COC(=O)[C@@]1(C)[C@H]2C(=O)N(Cc3ccccc3)C(=O)[C@H]2[C@H]2CN(C)C(=NC3CCCCC3)N21 | -6 | 1 | -9 | -5 | 2 | -11 | -0.2 | -3 | -10
C[C@H]1CCCCO[C@H](CN(C)Cc2ccncc2)[C@@H](C)CN([C@@H](C)CO)C(=O)c2cc(NS(=O)(=O)c3ccccc3)ccc2O1 | -6 | 3 | nt | -5 | -2 | 8 | 0.1 | -8 | -10
CC(=O)N1CCc2cc(S(=O)(=O)NC(C(=O)Nc3nc(C)cs3)C(C)C)ccc21 (stereo not given) | -16 | 7 | -2 | -19 | 2 | 26 | 0.2 | -17 | -5
Cc1cc(=O)oc2cc(OCCSCCN3CCCC3)ccc12 | 3 | 2 | -7 | -12 | -1 | 6 | 1.0 | 0 | -9
Cc1ccc(C2N=C(N)Nc3nc4ccccc4n32)cc1 (stereo not given) | 2 | 14 | -10 | -12 | 2 | 2 | -0.2 | 6 | -12
Cc1cc(C)c(C#N)c(Sc2ccccc2N)n1 | -8 | 0 | -10 | 0 | 4 | 4 | 0.1 | -2 | -2
CN(C(=O)c1ccncc1)C1CCCN(Cc2ccccc2F)C1 (stereo not given) | -8 | 2 | 5 | 8 | 8 | -20 | -0.6 | -10 | -5
Cn1c(C(=O)NCc2cccs2)cc2c(=O)n(C)c3ccccc3c21 | 13 | 6 | -2 | 8 | 8 | 9 | 0.1 | -13 | 1
O=C(O)c1ccc(NS(=O)(=O)c2ccc(C(=O)Nc3ccccc3)cc2)cc1 | -15 | 0 | -9 | -13 | 13 | 17 | 3.0 | -20 | -2
O=C(CCCC(=O)NN=Cc1cccc(O)c1)NN=Cc1cccc(O)c1 | 5 | 27 | nt | -9 | 3 | 8 | 1.4 | -12 | -1
O=C(NNS(=O)(=O)c1ccccc1[N+](=O)[O-])c1cccc([N+](=O)[O-])c1 | -6 | 1 | -6 | 20 | -2 | -4 | 0.2 | 15 | -5
CCCC(C(=O)NCc1ccco1)N(CC1CCCO1)C(=O)CNS(=O)(=O)c1ccc(F)cc1 (stereo not given) | -12 | 2 | -8 | -13 | 9 | 4 | 1.1 | -11 | 0
COc1ccc(Cl)cc1N(CC(=O)N1CCCC1)S(C)(=O)=O | -3 | 3 | 3 | 5 | -1 | 0 | 0.6 | -2 | -6

3 of these compounds, reformatted.
structure	TAAR1 antag	TAAR1 ag	CHO parental Ca	CHO-K1 Ca antag	M1 PAM	M1 PAM parental	CHO-K1 Ca ag	CHRM1 antagonist	M1 ag
C=CCNC(=S)N/N=C/c1ccc(OCc2ccccc2)cc1	-7	6	-2	-12	3	13	6.8	-3	-3
Cc1ccc(C(=O)CN(Cc2ccccc2)C2=NCCS2)cc1	9	0	-17	-10	4	27	1.8	6	-9
C[C@@H]1CN([C@H](C)CO)C(=O)c2cc(Br)cnc2O[C@H]1CN(C)C(=O)c1ccccc1	-10	1	nt	-5	6	10	0.6	-5	-3

The main list resumes, repeating the five entries before the break.
SMILES | TAAR1 antag | TAAR1 ag | CHO parental Ca | CHO-K1 Ca antag | M1 PAM | M1 PAM parental | CHO-K1 Ca ag | CHRM1 antagonist | M1 ag
O=C(O)c1ccc(NS(=O)(=O)c2ccc(C(=O)Nc3ccccc3)cc2)cc1 | -15 | 0 | -9 | -13 | 13 | 17 | 3.0 | -20 | -2
O=C(CCCC(=O)NN=Cc1cccc(O)c1)NN=Cc1cccc(O)c1 | 5 | 27 | nt | -9 | 3 | 8 | 1.4 | -12 | -1
O=C(NNS(=O)(=O)c1ccccc1[N+](=O)[O-])c1cccc([N+](=O)[O-])c1 | -6 | 1 | -6 | 20 | -2 | -4 | 0.2 | 15 | -5
CCCC(C(=O)NCc1ccco1)N(CC1CCCO1)C(=O)CNS(=O)(=O)c1ccc(F)cc1 (stereo not given) | -12 | 2 | -8 | -13 | 9 | 4 | 1.1 | -11 | 0
COc1ccc(Cl)cc1N(CC(=O)N1CCCC1)S(C)(=O)=O | -3 | 3 | 3 | 5 | -1 | 0 | 0.6 | -2 | -6
O=C(NCc1ccccc1Cl)c1ccc2sc([C@@H]3O[C@H](CO)[C@H](O)[C@H](O)[C@H]3O)nc2c1 | -13 | 1 | nt | -3 | 4 | 7 | 0.3 | -11 | -3
CC(=O)NC(Cc1ccc(F)cc1)C(=O)N1CCN(C(=O)NCc2ccccc2)CC1 (stereo not given) | -13 | 2 | 4 | -12 | 1 | 25 | 0.2 | -5 | -6
CC(C)CNC(=O)NC1C(NC(=O)NCC(C)C)N(C)C(=O)N1C (stereo not given) | -4 | 5 | -12 | 17 | -2 | -7 | -0.3 | -14 | 1
CN(C)c1nn2c(-c3ccccc3)nnc2o1 | -17 | 2 | nt | -10 | 1 | 13 | -0.3 | -6 | -2
Cn1c(SCC(=O)c2ccccc2)nnc1C1CC1 | -4 | 9 | -11 | -7 | 3 | 11 | 0.2 | -27 | -4
O=C(O)Cn1cc(C(=O)C(F)(F)F)c2ccccc21 | 0 | 6 | 8 | -2 | 15 | 24 | 0.7 | -7 | -9
CC(=O)Oc1ccc2c(C)c(CC(C)O)c(=O)oc2c1 (stereo not given) | 4 | 1 | 2 | -11 | 10 | 15 | 0.7 | -8 | -2
C/C(=C\c1ccc2c(c1)OCO2)C(=O)c1c(C)cc(C)[nH]c1=O | -2 | 0 | -5 | -12 | 8 | 3 | 0.2 | -9 | -8
CSc1cccc(NC(=S)N2CCC(c3ccccc3)C2)c1 (stereo not given) | -13 | 1 | -22 | 0 | 4 | -11 | -0.8 | -2 | -6
COCCN(C(=O)Cn1nnc2ccccc21)C(C(=O)NC1CCCC1)c1cccc(OC)c1OC (stereo not given) | 2 | 3 | -7 | -4 | 2 | -5 | -0.4 | 3 | -3
Cc1cc2c(cc1C)C(c1ccccc1F)CC(=O)N2 (stereo not given) | -8 | 1 | 4 | -11 | 23 | 22 | 0.4 | -28 | 2
Cc1cc(Oc2ccc(C#N)cc2)nc(NCc2ccccc2)n1 | 17 | 11 | -2 | 6 | -6 | 14 | 3.1 | 14 | -3
CC1Cc2cc(S(=O)(=O)N3CCC(C(=O)Nc4ccccn4)CC3)ccc2N1C(=O)C1CCC1 (stereo not given) | 16 | 0 | -3 | -10 | 1 | 17 | 3.5 | -9 | -3
CC(Sc1nc(O)c(-c2ccccc2)c(=O)[nH]1)C(=O)Nc1ccc(Cl)cc1 (stereo not given) | 4 | 3 | -10 | -1 | 0 | -11 | 0.5 | 1 | -3
Cc1ccc(S(=O)(=O)N2CCCCC2)cc1C(=O)OCC(=O)NC(=O)NC12CC3CC(CC(C3)C1)C2 | 15 | 1 | -13 | -2 | 3 | 7 | 0.6 | -1 | -4
CCN(CC)C(=O)C(=O)c1cccn1-c1cccc(Cl)c1C#N | 23 | 6 | -11 | 0 | 2 | 3 | 0.2 | -4 | -3
O=C(Cn1nnc(-c2ccc([N+](=O)[O-])cc2)n1)NNC(=O)c1ccccc1 | nt | nt | 12 | 10 | 0 | 3 | 0.1 | 2 | -3
CCCNC(=O)COC(=O)/C=C/c1ccc(C)o1 | -28 | 4 | 7 | -12 | 4 | 15 | 0.7 | -6 | -4
CCCCOc1ccc(C(=O)NCC(=O)NCC(c2ccc(OC)cc2)N2CCOCC2)cc1 (stereo not given) | 10 | 1 | -11 | -2 | -1 | 5 | 0.0 | -3 | -5
O=C(c1cccc([N+](=O)[O-])c1)N1CCOCC1 | -4 | 5 | 11 | -8 | 5 | 17 | 0.1 | -8 | -2
COc1cccc(C2/C(=C(/O)c3cnn(-c4ccccc4)c3C)C(=O)C(=O)N2CCN(C)C)c1OC (stereo not given) | -10 | 1 | -10 | 1 | -10 | -5 | -0.1 | 10 | -3
COC(=O)CSc1ncnc2c1sc1nc(N3CCOCC3)c3c(c12)CCCC3 | 12 | 6 | -1 | -4 | 10 | 14 | 0.4 | -8 | -3
CC1CCC2C(=O)N(c3ccc(NC4CCN(Cc5ccccc5)CC4)c([N+](=O)[O-])c3)C(=O)C2C1 (stereo not given) | -6 | 0 | -3 | -15 | -26 | 23 | 0.5 | 80* | -8
Cc1ccc(C(=O)N2CC(C)CC(C)C2)cc1S(=O)(=O)N1CCCCC1 (stereo not given) | 0 | 13 | -20 | 2 | 8 | -6 | 0.8 | -9 | -3
CCCOc1ccc(Oc2ccc(S(=O)(=O)N3CCN(C)CC3)cn2)cc1 | -22 | 4 | -10 | -3 | 4 | 8 | 3.3 | -9 | -2
O=C(Nc1ccc2[nH]ncc2c1)C1CCC1 | -6 | 1 | -2 | 1 | 0 | -7 | -0.1 | -3 | 1
CCC(CC)C(=O)NC12CC3CC(CC(C3)C1)C2 | 2 | 5 | -3 | -7 | 5 | 5 | 0.0 | -29 | -2

Bioassay records deposited in PubChem BioAssay by The Scripps Research Institute Molecular Screening Center.
